# High-throughput results as filed in PubChem.
# CTSL1 counter = Fasciola hepatica cathepsin L1 inhibitors, primary screen, counter-screen for PFM18AAP inhibitor project, biochemical, QFRET, fluorogenic peptide substrate | actives 0.49% (n = 300,000) | recombinant F. hepatica cathepsin L1, Z-Leu-Arg-MCA fluorescence | inhibition, % at 5.96 µM;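 active = inhibition above the mean of all tested compounds plus 3 SD, set per screening campaign, cut at about 17% in these data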;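 note: 0% = plate median of test compound wells and 100% = 1 µM Z-Phe-Ala-diazomethylketone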
# procasp3 activ = activators of human procaspase-3 D3A mutant, primary screen, biochemical, absorbance, PC-3 D3A mutant, single concentration. Caspase-3 (Homo sapiens), P42574. recombinant procaspase-3 D3A, Ac-DEVD-pNA absorbance 405 nm. activation, % at 8.5 µM. actives 0.11% (n = 330,000). AID 463141, 2010;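 active = activation above the mean of all tested compounds plus 3 SD, cut at about 21% in these data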;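 note: 0% = DMSO alone and 100% = DMSO wells spiked with extra 5 µM PC-3 D3A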
# Target sequence (P42574 whole entry D9A/D28A/D175A): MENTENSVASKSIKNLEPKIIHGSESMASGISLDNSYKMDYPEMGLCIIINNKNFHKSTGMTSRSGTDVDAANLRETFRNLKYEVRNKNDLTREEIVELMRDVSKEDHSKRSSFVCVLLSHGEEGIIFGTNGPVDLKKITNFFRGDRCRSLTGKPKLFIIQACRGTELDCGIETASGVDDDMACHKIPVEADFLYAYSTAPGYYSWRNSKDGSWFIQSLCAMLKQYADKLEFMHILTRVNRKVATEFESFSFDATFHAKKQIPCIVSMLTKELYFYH
#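 Technique: 405 nm absorbance of p-nitroaniline, reads at 0 and 120 min; Test system: Procaspase-3 D3A mutant; Incubation: 1 h enzyme-compound preincubation, then 2 h substrate reaction, 25 °C; Repeats: singlicate, each compound tested once; Benchmarks: low control DMSO wells, high control DMSO plus 5 µM PC-3 D3A.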
# PP1 counter = PP1-alpha phosphatase inhibitors, primary screen, counter-screen for PP5 inhibitor project, biochemical, fluorescence, OMFP substrate, single point; Serine/threonine-protein phosphatase PP1-alpha catalytic subunit (Homo sapiens), P62136; purified PP1alpha; inhibition, % at 6.7 µM; actives 0.9% (n = 320,000); AID 2235, 2010;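 active = inhibition above the mean inhibition of all tested compounds plus 3 SD, computed separately for each screening campaign, cut at about 15% in these data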
# Target sequence (P62136 whole entry, looked up): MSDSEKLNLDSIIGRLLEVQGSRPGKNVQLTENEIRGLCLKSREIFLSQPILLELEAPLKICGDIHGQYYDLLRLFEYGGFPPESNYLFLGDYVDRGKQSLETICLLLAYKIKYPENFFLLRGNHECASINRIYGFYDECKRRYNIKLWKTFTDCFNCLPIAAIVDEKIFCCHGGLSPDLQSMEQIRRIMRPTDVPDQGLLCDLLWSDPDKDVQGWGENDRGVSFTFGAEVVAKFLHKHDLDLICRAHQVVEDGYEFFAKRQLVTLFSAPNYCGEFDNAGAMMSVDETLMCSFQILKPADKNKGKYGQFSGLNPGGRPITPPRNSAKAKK
# PP5 inh = PP5 phosphatase inhibitors, primary screen, biochemical, fluorescence; purified PP5c, OMFP substrate fluorescence; inhibition, % at 6.7 µM; actives 0.18% (n = 320,000); AID 1987, 2009; Serine/threonine-protein phosphatase 5 (Homo sapiens), P53041;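 active = inhibition above the campaign's mean inhibition across all tested compounds plus 3 SD, cut at about 9.5% in these data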;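 note: 0% = DMSO only and 100% = 100 µM cantharidin control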
# GASC-1 inh = inhibitors of GASC-1 histone demethylase, primary screen, biochemical, fluorescence, DELFIA europium | inhibition, % at 2.35 µM | Lysine-specific demethylase 4C (Homo sapiens), Q9H3R0 | actives 0.069% (n = 330,000) | GST-JMJD2C(1-420) H3K9me3 demethylation;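 active = more than half of a compound's replicate wells show inhibition beyond 50%, single wells judged on their own value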;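 note: signal counts dimethyl H3K9 product captured on neutravidin plate; 0% = median of DMSO wells and 100% = 0.3 times that DMSO median; strong numbers were not always called active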
# Target sequence (Q9H3R0 1-420 limits assumed): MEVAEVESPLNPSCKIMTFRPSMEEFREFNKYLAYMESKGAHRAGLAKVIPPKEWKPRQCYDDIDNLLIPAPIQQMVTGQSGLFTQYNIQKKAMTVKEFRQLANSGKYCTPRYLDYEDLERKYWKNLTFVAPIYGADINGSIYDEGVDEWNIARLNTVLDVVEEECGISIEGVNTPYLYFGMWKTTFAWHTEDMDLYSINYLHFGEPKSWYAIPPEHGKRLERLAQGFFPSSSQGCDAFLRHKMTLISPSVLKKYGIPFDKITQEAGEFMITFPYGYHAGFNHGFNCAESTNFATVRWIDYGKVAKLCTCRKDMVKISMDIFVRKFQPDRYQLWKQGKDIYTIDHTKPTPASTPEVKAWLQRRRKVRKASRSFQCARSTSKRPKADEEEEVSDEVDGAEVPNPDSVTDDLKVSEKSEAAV
# TPT1 inh = Candida albicans TPT1 enzyme inhibitors, primary screen, biochemical, fluorescence polarization; inhibition, % at 5 µM; recombinant caTPT1, FP RNA substrate dephosphorylation; actives 0.81% (n = 300,000);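 active = inhibition above the mean of all tested compounds plus 3 SD, set per screening campaign, cut at about 24% in these data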;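 note: plate controls were DMSO alone for no effect and ferristatin control at 100 nM for full effect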
# core dimer inh = inhibitors of HCV core protein dimerization, primary screen, biochemical, TR-FRET, high-throughput; TR-FRET GST/Flag-core106 dimerization, 1536-well; inhibition, % at 5 µM; actives 0.33% (n = 300,000); AID 1899, 2009;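 active = inhibition above the mean of all tested compounds plus 3 SD, set per screening campaign, cut at about 45% in these data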
#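 Material: GST/Flag-tagged HCV core106 proteins. Incubation: 4 h, 22.5 °C incubation. Read-out basis: inhibition (%) from 671 over 617 nm ratio. Measured by: TR-FRET, excitation 340 nm, emission 617 and 671 nm.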
# procasp7 counter = procaspase-7 activators, primary screen, counter-screen for procaspase-3 activator project, biochemical, absorbance, HTS, human. recombinant procaspase-7, Ac-DEVD-pNA absorbance 405 nm; D23A/D198A/D206A triple mutant, cannot self-cleave; scale: DMSO 0, 5 µM enzyme 100. activation, % at 8.5 µM. actives 0.093% (n = 330,000). AID 463210, 2010;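 active = percent activation above the screen-wide mean plus 3 SD, cut at about 25% in these data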
#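 Assay system – Uncleavable procaspase-7 mutant enzyme · Quantity – 2 µM procaspase-7 mutant as dispensed · Times – 1 h preincubation, 2 h reaction · Dosing – single nominal 8.5 µM compound dose, 0.8% DMSO final · Buffer or medium – Zinc-free 50 mM HEPES buffer, pH 7.4, with NaCl and Triton X-100 · Detection – Epi-absorbance of released pNA at 405 nm, two timepoints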
# Efflux pump mplx = inhibitors of Candida efflux pumps in yeast, primary screen, S. cerevisiae, Nile Red, multiplex | inhibition, % at 10 µM | actives 0.44% (n = 330,000) | AID 485275, 2010 | S. cerevisiae Candida pump triplex;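 active = plate passing quality check with inhibition over a set limit, or well fluorescence over plate mean plus 4 SD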;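 note: Nile Red retained in pooled yeast measured as flow cytometry median fluorescence; 0% = buffer negative control and 100% = Enniatin B positive control; higher means more Nile Red kept so more efflux inhibition; some compounds called inactive have numbers as strong as hits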
# Numbers without * were called inactive; x = no result given.
Compound	TPT1 inh	CTSL1 counter	Efflux pump mplx	procasp7 counter	GASC-1 inh	PP5 inh	procasp3 activ	core dimer inh	PP1 counter
O=C(CCC(=O)N1CCCCCC1)Nc1ccc([N+](=O)[O-])cc1	1	3	0.2	-1	1	1.0	3	4	-1
Cc1ccc(-n2nc3c(SCCN4CCOCC4)nnc(C)c3c2C)cc1	1	4	0.0	-2	-9	1.5	-6	-6	1
COc1ccc(NC(=O)Nc2ccc(OC)cc2)cc1	-3	2	-0.1	4	0	-1.2	-3	-2	3
COc1ccc(-n2nc(C(=O)NCC(=O)NCCN(C)C)c3ccccc3c2=O)cc1	-3	-3	0.0	5	18	0.6	13	3	0
COc1ccc(OC)c(-c2csc(NC(=O)C3=COCCO3)n2)c1	-2	-1	-0.1	5	0	1.5	-3	2	-5
CC1CCC(NC(=O)Cn2cc3c(n2)CCCC3)CC1 (configuration not stated)	-3	-3	-0.1	-7	-1	3.9	7	6	0
CCCC1C2CN(C(C)=O)CC=C2C(C#N)=C(N)C1(C#N)C#N (configuration not stated)	-1	-1	0.0	-2	6	0.1	2	4	-4
CCCNC(=O)c1ccc(CN2CCc3ccccc3C2)cc1	-3	-1	0.1	3	-4	2.3	1	6	-1
COc1ccc(-n2c(C)cc(/C=N/Nc3nnc(C)n3N)c2C)cc1	1	-2	-0.1	-7	68*	1.4	-13	-5	-2
C=C(C)CSc1nc(N)c2c3c(sc2n1)CCC3	-1	-2	-0.5	9	-11	0.0	5	2	-1
CCCCCOc1ccc(C(=O)Nc2ccc(S(=O)(=O)Nc3cc(C)on3)cc2)cc1	1	8	0.1	6	14	1.0	4	16	-1
O=C(Nc1ccccc1C(=O)N1CCCCC1)NC1CCCCC1	2	2	0.0	1	12	-0.6	4	2	0
CCCCOc1ccc(C(=O)NCC(=O)OCC(=O)N2CCN(S(=O)(=O)c3ccc(C)cc3C)CC2)cc1	2	-6	-0.3	-3	1	2.8	2	16	1
COc1ccc(N2C(C)=CS/C2=C(/C#N)c2nnc(N3CCOCC3)n2-c2ccccc2)cc1	-2	1	0.1	-3	-3	1.3	0	-9	0
Cc1cc(Br)ccc1NC(=O)c1sc2ncnc(N3CCN(c4ccccn4)CC3)c2c1C	2	-1	0.3	0	6	1.9	6	-24	-5
CN(Cc1ccccc1)S(=O)(=O)c1ccc(Cl)c(C(=O)NCCc2ccccn2)c1	-2	0	-0.1	3	3	-0.4	4	7	2
Cc1ccc(SCC(=O)OCC(=O)NCCNC(=O)COC(=O)CSc2ccc(C)c(C)c2)cc1C	0	-7	0.1	4	-6	5.6	-9	-8	0
O=[N+]([O-])c1cc(C2Nc3cccc4cccc(c34)N2)ccc1Cl	3	2	0.1	-4	-3	0.2	-2	-4	2
COc1ccc(NC(=O)COc2ccc3c(C)cc(=O)oc3c2)cc1S(=O)(=O)N1CCCCC1	3	0	0.0	16	-1	-0.1	2	10	-4
O=C(O)c1cnc2ccccc2n1	1	-4	0.3	-21	-5	-3.7	-15	-7	-5
Cc1ccc(C(CC(=O)c2ccco2)SCCO)cc1 (configuration not stated)	1	0	-0.1	-2	-2	-1.6	1	1	-4
CCN1CCN(C(=O)C(C)Oc2ccc(S(=O)(=O)N3CCCC3)cc2C(N)=O)CC1 (configuration not stated)	x	x	-0.2	1	1	0.3	9	x	0
COc1ccccc1NC(=O)[C@@H]1CCCN1S(=O)(=O)c1ccc(Cl)cc1	x	x	0.0	-16	11	x	-1	x	x
O=C1CCCc2c1[nH]c1c(Br)cccc21	-2	0	0.4	-4	4	3.5	0	5	-2
O=C(Nc1ccc(Cl)cn1)c1cccnc1	-4	0	0.0	5	1	-0.3	-4	3	-2
CCOc1ccc(NC(=O)COC(=O)c2cc(C)oc2C)cc1	x	x	-0.4	1	-2	x	-1	x	x
COc1ccc(CC(=O)Oc2ccc(C)cc2C)cc1	-1	6	0.0	4	0	1.2	-9	-1	3
CCOc1ncccc1C(=O)N1CCCSC1=Nc1ccccc1OC	0	-1	-0.1	5	4	-0.2	7	3	-1
COc1ccc(O)c(C(=O)C2c3ccccc3C(=O)N2c2ccc(C)cc2)c1 (configuration not stated)	2	-3	0.4	-14	21	2.3	-10	3	-1
CC(=O)Nc1ccc(NC(=O)C(C)n2nc(C)c([N+](=O)[O-])c2C)cc1 (configuration not stated)	2	-5	0.1	2	-1	2.6	0	-5	1
CC(C)(C)C(O)/C=C/c1ccc2c(c1)OCO2 (configuration not stated)	-4	0	0.3	1	12	0.6	1	-5	3
CCOc1cc(N2CCOCC2)c(OCC)cc1NC(=O)c1ccc(OC(C)C)cc1	-2	0	0.1	7	8	0.9	-2	1	-5
O=C(Nc1cccc(OC(F)(F)F)c1)c1ccc(Br)o1	0	0	-0.3	4	4	5.4	-2	-1	5
Fc1ccc(-c2csc(/C=C/c3ccc4c(c3)OCO4)n2)cc1	-2	0	-0.1	3	-1	1.0	-3	11	0
COc1cccc(NC(=S)NCc2ccccn2)c1	19	-2	-0.1	7	13	-1.2	0	2	1
Cc1cc(C)c(C)c(OCCN2CCOCC2)c1	-3	-3	0.0	-8	-5	2.3	2	-3	0
CN1N=C(C(=O)Nc2ccc3c(c2)CCC3)CCC1=O	0	4	-0.1	0	-2	-1.8	-2	-3	-3
CCc1cc2c(NC(Cc3ccccc3)C(=O)O)nc(C)nc2s1 (configuration not stated)	-2	3	-0.1	-12	-24	1.1	6	0	1
c1ccc2c(N3CCOCC3)nc(N3CCOCC3)nc2c1	-1	0	0.0	3	4	0.5	8	-3	-4
O=[N+]([O-])c1ccc(COc2ccc(-c3[nH]ncc3-c3ccccc3)c(O)c2)cc1	-3	-1	0.9	5	-44	3.8	3	6	3
CC(=O)NS(=O)(=O)c1ccc(NC(=O)CCC2CCCC2)cc1	0	-4	-0.1	9	-5	-2.4	4	-4	-2
COc1cc(N2Cc3ccccc3C2)ccc1C=O	6	-3	-0.1	-3	9	3.4	7	46*	13
NC(=O)c1nsc(C(=O)N(CC(=O)NC2CCCC2)c2cccc(C(F)(F)F)c2)c1N	-1	20*	0.1	7	-13	-6.7	10	4	-3
CC(=O)COc1cccc2ccc(/C=C/c3ccc(Br)s3)nc12	3	3	-0.1	-1	-5	0.3	-8	-1	-3
CC(=O)N1CCc2cc(Br)cc(S(=O)(=O)N3CCN(C(=O)c4ccco4)CC3)c21	1	-1	0.0	2	16	-0.3	8	7	-2
CN(C)c1c2ccccc2nc2c(F)c(F)c(F)c(F)c12	-2	-6	0.2	-2	-24	-8.4	-10	9	-6
CCOCCCNC(=O)CCC(=O)NNc1nc2ccccc2c2nc(C)nn12	-4	10	-0.1	-4	8	0.0	0	-13	2
Cc1ccc(-n2nc3c(c2NC(=O)c2cccs2)CSC3)cc1	1	-1	0.1	3	20	3.3	3	12	5
N=c1n(CCCOc2ccc(Br)cc2)c2ccccc2n1CC(N)=O	1	1	0.1	4	-5	-0.8	3	-2	-4
C[C@H]1CN=C(N(C)C)N1CCC1CCCC1	3	-3	0.0	-5	3	4.1	8	6	0
CCOc1ccc(C(O)c2nccn2C)cc1 (configuration not stated)	3	-1	0.0	11	6	4.1	-3	-10	0
Cc1ccc(C)c(-n2cc[nH]c2=S)c1	-3	-2	0.1	-12	1	2.3	-6	-5	0
c1ccc(-c2nnc(CN3CCN(c4ccccc4)CC3)o2)cc1	0	-5	0.0	2	7	-0.1	2	4	-2
Cc1cccn2c(=O)c(C=C(C#N)C#N)c(N3CCN(C)CC3)nc12	-12	4	0.0	-3	-7	2.3	0	12	0
COc1cccc(NC(=O)CSc2nc3ccccc3c(=O)n2Cc2cccs2)c1	-3	6	-13	3	-3	1.4	-1	16	4
O=C(NNc1cccc(Cl)n1)Nc1ccccc1F	4	-2	0.1	-5	11	2.8	2	0	-1
CCOCCCNC(=O)c1cc(-c2cccnc2)nc2ccc(S(=O)(=O)N3CCC(C)CC3)cc12	1	2	0.2	4	-2	2.5	3	-16	0
CC(C)c1ccccc1NC(=S)NCc1nc2ccccc2[nH]1	14	3	0.0	-1	13	-0.3	7	1	-3
O=C(Cn1nc(C(=O)O)c2ccccc2c1=O)Nc1cccc(S(=O)(=O)N2CCCCCC2)c1	x	x	-0.2	-6	0	x	0	x	x
Cn1c(N)c(C(=O)Nc2ccc3ccccc3c2)sc1=S	14	-2	0.0	-29	-2	5.7	-17	3	-1

# (next part)
Compound	TPT1 inh	CTSL1 counter	Efflux pump mplx	procasp7 counter	GASC-1 inh	PP5 inh	procasp3 activ	core dimer inh	PP1 counter
COc1ccc(N2CCN(C(CNC(=O)C(=O)NCC3CCCO3)c3ccco3)CC2)cc1 (configuration not stated)	-1	8	-0.1	11	-2	-1.1	-2	-9	-5
CCN(CC)c1ccc(NC(=O)CSc2ccsc2[N+](=O)[O-])c(C)c1	0	5	-0.1	-4	4	-1.1	1	49*	-1
CCc1nn(C(C)C(=O)N2CC(C)CC(C)C2)c(=O)c2cc3occc3n12 (configuration not stated)	-4	3	-0.1	-5	-5	0.2	6	-10	-1
COc1cc(/C=N/NC(=O)COc2c(C)cc([N+](=O)[O-])cc2C)ccc1OC(=O)c1ccccc1	-3	-1	0.4	1	-9	4.5	-6	31	12
COc1cc(NS(=O)(=O)c2c(C)oc3c(F)c(F)c(F)c(F)c23)cc(OC)c1OC	4	0	0.0	9	3	2.5	-9	-2	0
